OXTR ag – human OXTR agonism | 320,000 compounds, 0.32% hits | CHO-OTR cells, Fluo-8 calcium fluorescence; normalized: DMSO 0%, oxytocin 100% | activation, % at 3 µM | AID 2435 | P30559;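 active = activation above the mean of all tested compounds plus 3 SD, cutoff set per screening run, cut at about 20% in these data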;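 also: peak over basal fluorescence ratio from a 100 s FLIPR kinetic read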
Target sequence (P30559 whole entry, looked up): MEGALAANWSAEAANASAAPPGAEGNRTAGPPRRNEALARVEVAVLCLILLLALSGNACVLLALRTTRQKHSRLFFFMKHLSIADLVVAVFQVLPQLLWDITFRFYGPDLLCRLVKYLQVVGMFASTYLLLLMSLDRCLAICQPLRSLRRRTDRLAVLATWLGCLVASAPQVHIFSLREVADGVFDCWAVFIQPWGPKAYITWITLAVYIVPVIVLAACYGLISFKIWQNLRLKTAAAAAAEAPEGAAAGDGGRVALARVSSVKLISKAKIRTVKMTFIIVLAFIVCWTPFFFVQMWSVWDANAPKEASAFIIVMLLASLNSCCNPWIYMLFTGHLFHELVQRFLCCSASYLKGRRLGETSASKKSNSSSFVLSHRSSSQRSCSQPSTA
V1R ag counter – counter-screen for oxytocin receptor agonists: human V1a receptor agonists; P37288; CHO-V1R cells, Fluo-8 calcium fluorescence, agonist mode; 0% DMSO, 100% 3 nM vasopressin; activation, % at 3 µM; 320,000 compounds, 0.25% hits;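 active = activation above the mean activation of all tested compounds plus 3 SD, per screening run, cut at about 20% in these data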;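 also: signal is peak over basal fluorescence ratio across a 100 second FLIPR read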
GalR3 antagonist – antagonists of human GalR3 | O60755 | HEK293 GalR3-CNG cAMP membrane potential fluorescence; galR3 body fused to GalR1 C-terminus | inhibition, % at 3 µM | 360,000 compounds, 0.44% hits;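 active = inhibition above the screen-wide average plus 3 SD, cut at about 13% in these data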;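 also: forskolin and galanin both at EC90 stimulate the cells; cAMP rise reported by CNG channel membrane potential dye signal; 0% = forskolin plus galanin with DMSO and 100% = forskolin alone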
Target sequence (O60755 1-299 limits assumed): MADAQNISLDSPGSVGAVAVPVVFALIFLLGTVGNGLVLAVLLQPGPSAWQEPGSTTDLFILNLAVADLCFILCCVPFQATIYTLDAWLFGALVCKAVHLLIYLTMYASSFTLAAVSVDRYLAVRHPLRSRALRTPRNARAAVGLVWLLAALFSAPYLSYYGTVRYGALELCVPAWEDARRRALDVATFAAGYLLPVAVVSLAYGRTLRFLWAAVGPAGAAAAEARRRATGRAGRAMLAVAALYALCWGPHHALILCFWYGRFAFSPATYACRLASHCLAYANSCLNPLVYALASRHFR
* = called active by the depositor. This is a subset; the hit share may differ from the screen's.

SMILES	OXTR ag	V1R ag counter	GalR3 antagonist
CCN(CC)C(=O)c1ccc(C(=O)Nc2ccc(F)cc2)cc1	0.3	0.5	-4
CC1(c2ccccc2)NC(=O)N(NC(=O)COC(=O)c2cc(Br)ccc2O)C1=O (stereo not drawn)	0.0	1.4	-4
Cc1cccn2c(=O)nc(SCC(=O)N3CCCCCC3)nc12	0.5	-0.8	-5
Cc1c(NC(=O)COC(=O)Cc2ccc(Br)cc2)c(=O)n(-c2ccccc2)n1C	-1.9	0.0	-4
CC(OC(=O)c1ccccn1)C(=O)Nc1ccc2c(c1)OCCO2 (stereo not drawn)	0.4	0.1	-2
O=C(NCCCO)C(=O)Nc1ccc2c(c1)N(S(=O)(=O)c1cccs1)CCC2	0.9	1.1	-3
CN(CC(=O)Nc1ccccc1Cl)C(=O)CCSc1ccc(F)cc1	-0.5	0.7	0
O=C(CSc1nc2ccccc2c(=O)n1CCCN1CCOCC1)Nc1ccccc1OC(F)F	1.1	0.6	-6
O=C(COC(=O)c1ccc[n+]([O-])c1)Nc1ccc([N+](=O)[O-])cc1C(F)(F)F	7.0	14	2
CC(C(=O)N1CCCC1)N1CCN(S(=O)(=O)c2ccccc2)CC1 (stereo not drawn)	1.8	-0.3	1
CCN(CC(=O)NCc1cccs1)S(=O)(=O)c1ccccc1Cl	-0.2	0.0	-5
COc1cc(/C=C(\CCC(=O)O)c2nc3ccccc3s2)ccc1OCC(=O)Nc1c(Cl)cccc1Cl	1.0	1.1	-4
CC(=O)NC12CC3CC(C1)CC(C(=O)N1CCN(C(=O)c4ccco4)CC1)(C3)C2	2.2	1.2	-1
COc1ccccc1N1CCN(C(=O)CCNC(=O)c2ccco2)CC1	0.5	0.1	-2
CC(=O)Nc1ccc(NC(=O)COC(=O)c2cc(S(=O)(=O)N(C)C)ccc2N2CCCC2)cc1	-0.5	-0.7	-5
CCN(C(=O)COC(=O)COc1ccccc1Cl)c1c(N)n(Cc2ccccc2)c(=O)[nH]c1=O	-0.3	-0.2	9
COc1cccc(-c2sc3ccccc3c2-c2ccc(OCCN(C)C)cc2)c1	7.5	2.5	-6
COc1ccc2nc(SCC(=O)NC3(C#N)CCCCC3)[nH]c2c1	-1.2	-1.0	-2
[O-]/[N+](=C\c1ccccc1)c1ccccc1	1.4	0.4	-4
COC(=O)[C@H]1C[C@@H](c2ccccc2)[C@H](C)C1(C)C	-0.8	0.5	-5
CCCC(C)C(=O)Nc1cc(S(=O)(=O)N2CCCCC2)ccc1N1CCOCC1 (stereo not drawn)	-0.3	-1.1	2
O=C(c1cccs1)N1CC=C(c2ccccc2)CC1	-2.0	-1.0	-7
O=C(COC(=O)c1ccccc1O)NCc1ccccc1Cl	-0.6	0.5	-5
Cc1cc(C)c(C(=O)OCC(=O)NC(=O)c2ccccc2)c(C)c1	1.0	-0.3	1
O=C(NCc1ccccc1)c1ncn(Cc2ccccc2)c1C(=O)NCc1ccccc1	1.9	1.6	-1

Shown in CSV form: entries from further up
SMILES,OXTR ag,V1R ag counter,GalR3 antagonist
CCN(CC)C(=O)c1ccc(C(=O)Nc2ccc(F)cc2)cc1,0.3,0.5,-4
CC1(c2ccccc2)NC(=O)N(NC(=O)COC(=O)c2cc(Br)ccc2O)C1=O (stereo not drawn),0.0,1.4,-4
Cc1cccn2c(=O)nc(SCC(=O)N3CCCCCC3)nc12,0.5,-0.8,-5
Cc1c(NC(=O)COC(=O)Cc2ccc(Br)cc2)c(=O)n(-c2ccccc2)n1C,-1.9,0.0,-4
CC(OC(=O)c1ccccn1)C(=O)Nc1ccc2c(c1)OCCO2 (stereo not drawn),0.4,0.1,-2
O=C(NCCCO)C(=O)Nc1ccc2c(c1)N(S(=O)(=O)c1cccs1)CCC2,0.9,1.1,-3
CN(CC(=O)Nc1ccccc1Cl)C(=O)CCSc1ccc(F)cc1,-0.5,0.7,0
O=C(CSc1nc2ccccc2c(=O)n1CCCN1CCOCC1)Nc1ccccc1OC(F)F,1.1,0.6,-6
O=C(COC(=O)c1ccc[n+]([O-])c1)Nc1ccc([N+](=O)[O-])cc1C(F)(F)F,7.0,14,2
CC(C(=O)N1CCCC1)N1CCN(S(=O)(=O)c2ccccc2)CC1 (stereo not drawn),1.8,-0.3,1
CCN(CC(=O)NCc1cccs1)S(=O)(=O)c1ccccc1Cl,-0.2,0.0,-5
COc1cc(/C=C(\CCC(=O)O)c2nc3ccccc3s2)ccc1OCC(=O)Nc1c(Cl)cccc1Cl,1.0,1.1,-4
CC(=O)NC12CC3CC(C1)CC(C(=O)N1CCN(C(=O)c4ccco4)CC1)(C3)C2,2.2,1.2,-1
COc1ccccc1N1CCN(C(=O)CCNC(=O)c2ccco2)CC1,0.5,0.1,-2
CC(=O)Nc1ccc(NC(=O)COC(=O)c2cc(S(=O)(=O)N(C)C)ccc2N2CCCC2)cc1,-0.5,-0.7,-5
CCN(C(=O)COC(=O)COc1ccccc1Cl)c1c(N)n(Cc2ccccc2)c(=O)[nH]c1=O,-0.3,-0.2,9
COc1cccc(-c2sc3ccccc3c2-c2ccc(OCCN(C)C)cc2)c1,7.5,2.5,-6
COc1ccc2nc(SCC(=O)NC3(C#N)CCCCC3)[nH]c2c1,-1.2,-1.0,-2
[O-]/[N+](=C\c1ccccc1)c1ccccc1,1.4,0.4,-4
COC(=O)[C@H]1C[C@@H](c2ccccc2)[C@H](C)C1(C)C,-0.8,0.5,-5
CCCC(C)C(=O)Nc1cc(S(=O)(=O)N2CCCCC2)ccc1N1CCOCC1 (stereo not drawn),-0.3,-1.1,2

Continuation:
SMILES	OXTR ag	V1R ag counter	GalR3 antagonist
CC(=O)c1c(C)[nH]c(C(=O)OCC(=O)NCc2cccs2)c1C	5.0	4.7	-6
CCN(CC)S(=O)(=O)c1cc(NC(=O)c2ccc3c(c2)NC(=O)C(C)S3)ccc1C (stereo not drawn)	6.6	9.7	-1
CCCNC(=O)C(Cc1ccc(C(F)(F)F)cc1)NC(=O)c1ccc(C#N)cc1 (stereo not drawn)	0.7	-0.2	-2
CCOC(=O)c1ncn2c1[C@@H]1CCNC1C(=O)c1cc(OC)ccc1-2 (stereo partly drawn)	-0.3	1.5	-3
CC(C)(CNCc1ccccc1)NS(=O)(=O)c1ccccc1	1.6	-1.4	-6
COC(=O)[C@]1(Cc2ccccc2)N[C@H](CN(C)C(=O)Nc2ccc(F)cc2)[C@@H]2C(=O)N(C)C(=O)[C@@H]21	1.9	1.3	-4
CC(C)(C)c1ccc(OCCC(=O)OCC(=O)Nc2ccc(N3CCOCC3)cc2)cc1	4.7	7.1	-3
Cc1noc(C)c1NC(=O)Nc1ccc2c(c1)C(=O)N([C@H](C)CO)C[C@H](C)[C@H](CN(C)C)O2	0.1	0.5	-7
CCOc1ccc(S(=O)(=O)N(CC)CC)cc1NC(=O)CSCc1c(C)noc1C	-0.7	0.2	-1
O=C(CN1C(=O)C(=O)N(Cc2ccccc2)C1=O)c1ccc[nH]1	1.4	0.7	-6
Cc1ccc(NC(=O)CN2CCN(C)CC2)cc1S(=O)(=O)N1CCOCC1	0.3	1.3	-1
CC(C)CCN1C(=O)c2ccc(C(=O)NCc3ccccn3)cc2C1=O	-0.5	-0.5	-2
CCc1nnc(SCC(=O)Nc2ccc(NC(C)=O)cc2)n1-n1cccc1	0.7	0.0	-2
CC(C)c1ccc(S(=O)(=O)N2CCN(C(C)C(=O)NC3CCCC3)CC2)cc1 (stereo not drawn)	0.1	1.9	-8
Cc1ccnc(NC(=O)c2ccc(OCC3CCCO3)cc2)c1 (stereo not drawn)	0.7	0.0	-7
CSCC[C@H](NC(=O)c1ccc(OCC2CCCO2)cc1)c1nc2ccccc2[nH]1 (stereo partly drawn)	-1.0	0.2	-1
CC1CCN(C(=O)COC(=O)/C=C/c2ccco2)CC1	0.2	1.1	1
C=CCN(Cc1ccc(Cl)s1)C(=O)CNC(=O)CNC(=O)c1ccc(Cl)cc1Cl	1.9	4.0	-6
Cc1sc2nc(CN3CCCC3)nc(N3CCN(S(=O)(=O)c4ccccc4)CC3)c2c1C	-0.7	-0.6	-2
COc1ccc(C(CNC(=O)c2[nH]c(C)c(C(C)=O)c2C)N2CCOCC2)cc1 (stereo not drawn)	-0.5	0.3	-4
O=S(=O)(Nc1cccc(S(=O)(=O)N2CCCCC2)c1)c1ccc(Cl)s1	3.9	6.9	-2
CCOC(=O)C1=C(COC(=O)/C=C/c2ccc(OC)c(OC)c2)NC(=O)NC1C (stereo not drawn)	-0.1	0.8	-1
Cc1ccc(C(=O)Nc2ccccc2N2CCCC2)cc1S(=O)(=O)N1CCOCC1	-1.8	-0.7	-1
CC(C)[C@H](NS(=O)(=O)c1ccccc1F)C(=O)OCC(=O)Nc1cccc(S(N)(=O)=O)c1	2.1	0.1	-8
CN(CC(=O)Nc1ccc(N2CCOCC2)cc1)C(=O)c1cc(F)c(F)cc1Cl	1.2	-0.1	1

Profiles, quoted from the list.
Listed for Cc1noc(C)c1NC(=O)Nc1ccc2c(c1)C(=O)N([C@H](C)CO)C[C@H](C)[C@H](CN(C)C)O2 : OXTR ag: 0.1; V1R ag counter: 0.5; GalR3 antagonist: -7
Listed for Cc1ccc(NC(=O)CN2CCN(C)CC2)cc1S(=O)(=O)N1CCOCC1 : OXTR ag: 0.3; V1R ag counter: 1.3; GalR3 antagonist: -1

(further entries)
SMILES	OXTR ag	V1R ag counter	GalR3 antagonist
CC(=O)Nc1ccc(NC(=O)C(C)Oc2ccc(C)nc2[N+](=O)[O-])cc1 (stereo not drawn)	0.6	7.9	-4
Cc1cccc(C(=O)NCC(=O)N2CCCCCCC2)c1	0.2	0.5	-2
CCC(CC)NC(=O)CSc1ccc(S(=O)(=O)N2CCOCC2)cn1	2.7	0.6	3
CCN(CC)c1ccc(S(=O)(=O)N2CCOCC2)cc1NC(=O)C1CC1	-0.1	0.1	4
Cc1ccc(S(=O)(=O)N2CCN(C(=O)C3CCN(C(=O)c4ccc(F)cc4)CC3)CC2)c(C)c1	7.0	8.5	-4
O=C(COC(=O)c1ccccc1-n1cnnn1)c1ccc(F)cc1	0.0	0.4	-6
CCN(CC)c1ccc(S(=O)(=O)N2CCCCC2)cc1NC(=O)C1CCC1	-3.0	-2.1	-5
NC(=O)C1CCN(C(=O)c2cn(-c3ccccc3)nc2-c2cccnc2)CC1	1.1	0.9	-5
CCN(CC(=O)Nc1ccc(NC(C)=O)cc1)C(=O)CCCc1nc2ccccc2c(=O)[nH]1	-0.3	0.5	-4
COc1ccc(S(=O)(=O)N2CCOCC2)cc1NC(=O)CN1CCN(C)CC1	-0.2	-0.5	-5
Cc1cc(C(=O)CN2CCN(CC(=O)Nc3ccc(F)cc3)CC2)c(C)n1C1CC1	-0.2	0.3	2
CN(C(=O)c1ccccc1Br)C1CCS(=O)(=O)C1 (stereo not drawn)	0.6	-1.3	-4
C[C@]12C=CC(=O)C=C1CCC1C2CC[C@@]2(C)C1CCC21OCCO1 (stereo partly drawn)	-0.7	2.4	-9
COc1cc(/C=C/C(=O)OCC(=O)N2CCCC2)ccc1OCC#N	1.2	1.6	8
CC1CCCC(NC(=O)c2ccc(F)c(S(=O)(=O)N3CCOCC3)c2)C1C (stereo not drawn)	0.5	2.8	-3
COc1ccc(CCNC(=O)COC(=O)c2cncc(Br)c2)cc1OC	-0.1	2.6	-6
COC(=O)c1ccccc1S(=O)(=O)N1CCC(C(=O)OCC(=O)c2ccccc2OC)CC1	0.6	1.6	3
Cc1ccc(-n2c(C)nc3ccsc3c2=O)cc1	-0.8	0.3	-5
COc1ccc(NC(=O)COc2coc(CN3c4ccccc4CC3C)cc2=O)cc1 (stereo not drawn)	-2.6	-0.3	-2

Screens from PubChem.
